Bioassay records: PubChem BioAssay, The Scripps Research Institute Molecular Screening Center
EBNA-1 inh = EBNA-1 DNA-binding inhibitors, primary screen, biochemical, fluorescence polarization; inhibition, % at 14.8 µM; AID 1950, 2009; hit rate 0.34% among 300,000; in the data active = inhibition above about 28%
PAD4 inh = human PAD4 inhibitors, primary screen, biochemical, fluorescence polarization, 1536-well format. recombinant PAD4, RCA probe fluorescence polarization. inhibition, % at 6.36 µM. hit rate 0.41% among 330,000. AID 485272, 2010;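 active = percent inhibition above a cutoff equal to the mean of all tested compounds plus 3 SD, cut at about 15% in these data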;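 also: 0% = PAD4 with RCA probe and DMSO and 100% = probe without PAD4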
Target sequence (Q9UM07 whole entry, looked up): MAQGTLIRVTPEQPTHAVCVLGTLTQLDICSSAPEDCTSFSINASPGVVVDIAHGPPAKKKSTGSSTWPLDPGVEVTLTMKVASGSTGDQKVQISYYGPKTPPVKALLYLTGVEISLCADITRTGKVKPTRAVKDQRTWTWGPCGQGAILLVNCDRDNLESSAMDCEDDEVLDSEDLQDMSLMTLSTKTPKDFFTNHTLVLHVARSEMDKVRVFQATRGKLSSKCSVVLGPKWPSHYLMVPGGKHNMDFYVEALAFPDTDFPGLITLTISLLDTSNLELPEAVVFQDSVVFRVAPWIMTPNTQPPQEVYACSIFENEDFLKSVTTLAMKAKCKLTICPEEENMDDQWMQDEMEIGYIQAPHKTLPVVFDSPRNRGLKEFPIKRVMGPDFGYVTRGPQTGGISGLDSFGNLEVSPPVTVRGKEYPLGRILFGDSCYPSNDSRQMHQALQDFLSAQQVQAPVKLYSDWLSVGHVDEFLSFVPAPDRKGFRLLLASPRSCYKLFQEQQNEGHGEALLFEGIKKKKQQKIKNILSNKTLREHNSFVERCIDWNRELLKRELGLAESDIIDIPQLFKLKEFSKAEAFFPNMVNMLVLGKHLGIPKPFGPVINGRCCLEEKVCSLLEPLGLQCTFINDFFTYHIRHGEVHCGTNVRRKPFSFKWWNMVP
PAFAH2 inh = PAFAH2 enzyme inhibitors, primary screen, biochemical, fluorescence polarization, human; Platelet-activating factor acetylhydrolase 2, cytoplasmic (Homo sapiens), Q99487; recombinant PAFAH2, FP-rhodamine activity probe; inhibition, % at 3.39 µM; hit rate 0.99% among 340,000;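 active = inhibition above the mean over all tested compounds plus 3 SD, cut at about 30% in these data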;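 also: inhibitors block probe labeling of enzyme so polarization drops; 0% = enzyme with DMSO and 100% = wells lacking PAFAH2 protein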
PAFAH1B3 inh = PAFAH1B3 enzyme inhibitors, primary screen, biochemical, fluorescence polarization, human. Platelet-activating factor acetylhydrolase IB subunit alpha1 (Homo sapiens), Q15102. recombinant PAFAH1B3, FP-rhodamine probe. inhibition, % at 3.39 µM. hit rate 0.28% among 340,000;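 active = inhibition above the screen-wide average of all tested compounds plus 3 SD, cut at about 25% in these data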;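 also: 0% = enzyme with DMSO only and 100% = wells lacking PAFAH1B3 protein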
Target sequence (Q15102 whole entry, looked up): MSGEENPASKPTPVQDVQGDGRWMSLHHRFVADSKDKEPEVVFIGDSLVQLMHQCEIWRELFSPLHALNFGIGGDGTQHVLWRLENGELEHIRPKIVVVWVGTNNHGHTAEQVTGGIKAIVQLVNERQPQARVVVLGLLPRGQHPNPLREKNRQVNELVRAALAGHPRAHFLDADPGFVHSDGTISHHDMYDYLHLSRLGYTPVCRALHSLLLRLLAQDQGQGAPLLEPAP
LYPLA1 inh = LYPLA1 inhibitors, primary screen, counter-screen for PME1 inhibitor project, biochemical, fluorescence polarization, FP-Rh probe ABPP | hit rate 0.16% among 320,000 | Acyl-protein thioesterase 1 (Homo sapiens), O75608 | recombinant LYPLA1 | inhibition, % at 5.9 µM;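 active = inhibition above the mean of all tested compounds plus 3 SD, set per campaign, cut at about 14% in these data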;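 also: inhibitors block serine hydrolase probe labeling of LYPLA1 so polarization falls; 0% = enzyme with DMSO and 100% = wells lacking LYPLA1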
PREPL inh = PREPL enzyme inhibitors, primary screen, biochemical, fluorescence polarization | recombinant PREPL, fluorescence polarization activity-based probe | inhibition, % at 5.96 µM | hit rate 0.68% among 320,000 | AID 2751, 2010; in the data active = inhibition above about 43%;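 also: 0% = enzyme with DMSO and 100% = wells lacking enzyme; many of its hits are not listed in these tables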
ZTA counter = counter-screen for EBNA-1 inhibitors: inhibitors of Epstein-Barr virus ZTA; P03206; ZTA-DNA binding, fluorescence polarization; inhibition, % at 11 µM; hit rate 0.15% among 320,000; AID 2234; in the data active = inhibition above about 33%
GSTO1 inh = inhibitors of recombinant GSTO1, primary screen, counter-screen for RBBP9 inhibitor project, biochemical, fluorescence polarization; inhibition, % at 5.96 µM; Glutathione S-transferase omega-1 (Homo sapiens), P78417; activity-based probe fluorescence polarization; hit rate 1.1% among 300,000;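 active = inhibition above the campaign mean inhibition plus 3 SD, cut at about 35% in these data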;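 also: 0% = GSTO1-1 with DMSO and 100% = wells lacking GSTO1-1 enzyme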
LYPLA2 inh = LYPLA2 inhibitors, primary screen, counter-screen for PME1 inhibitor project, biochemical, fluorescence polarization, FP-Rh probe ABPP; Acyl-protein thioesterase 2 (Homo sapiens), O95372; recombinant LYPLA2; inhibition, % at 5.9 µM; hit rate 0.38% among 320,000; AID 2177, 2009;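 active = inhibition above the screen-wide mean plus 3 SD, limit set per campaign, cut at about 26% in these data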;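 also: 0% = LYPLA2 with DMSO and 100% = wells lacking LYPLA2 enzyme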
* hit, by the source's call; . = no result given.

SMILES	EBNA-1 inh	PAD4 inh	PAFAH2 inh	PAFAH1B3 inh	LYPLA1 inh	PREPL inh	ZTA counter	GSTO1 inh	LYPLA2 inh
CC(=O)Nc1ccc(C(=O)Nc2ccc3c(c2)OCO3)cc1	-1.4	-1.5	-1.5	-1.5	-0.9	9.4	-7.4	8.8	-6.8
O=C1NC(=S)N/C1=C\C=C\c1ccccc1	14.9	-2.1	.	.	-0.7	-0.8	-0.6	-0.7	1.4
Cc1ccc(NC(=S)N2CCC(NC(=O)c3ccc(F)cc3)CC2)cc1C	-4.6	-3.3	-6.2	-2.4	-0.8	4.4	-6.3	7.1	-4.1
COc1ccc(NC(=O)CCCc2c[nH]c3ccccc23)cc1OC	11.9	2.8	-0.6	6.6	-0.1	19.6	-10.5	5.8	3.3
CC(=O)Nc1nnc(SCc2ccc(C(=O)Nc3ccccc3F)cc2)s1	6.0	-0.7	6.5	17.3	-0.4	-9.1	-13.7	-3.8	6.3
N/C(=N\OC(=O)c1ccc(F)cc1)c1cccc([N+](=O)[O-])c1	-12.3	0.5	12.2	4.4	0.7	12.2	-13.2	-0.4	-2.2
COCCCNC(=S)N(Cc1ccccc1)Cc1ccccc1	-0.2	-5.6	-2.4	1.1	-0.6	0.2	-8.6	0.2	4.5
COc1ccc(Nc2nc(N)nc(COc3ccc(OC)cc3)n2)cc1	-9.0	-3.7	-3.2	0.9	-4.5	1.1	-4.2	8.7	-8.2
COc1ccc(CCC(=O)NNC(=O)c2ccc(OC)cc2)cc1	-14.9	-0.8	4.7	4.2	-3.3	15.6	1.3	2.1	-3.5
O=C(CC(=O)Nc1ccc(Br)cc1)Nc1ccc(Br)cc1	-16.7	-5.5	-7.3	4.4	4.6	5.0	-1.5	-4.2	-6.8
CC(=O)N1CCc2cc(S(=O)(=O)CCC(=O)N3CCN(c4ccccn4)CC3)ccc21	-0.4	2.1	4.8	5.2	-1.5	6.1	-0.7	0.4	4.5
CC(C(=O)Nc1ccccc1C(F)(F)F)N1CCN(C)CC1 (configuration not stated)	-9.0	6.2	7.1	6.1	2.6	-12.3	-7.6	2.8	5.8
O=C(COC(=O)c1ccco1)NC(c1ccccc1)c1ccccc1	-6.9	-5.0	17.4	7.2	0.8	15.4	4.7	-5.6	-4.8
CNC(=O)c1cc2c(s1)-c1ccccc1CC2	-8.6	-3.4	3.7	12.5	-5.8	8.8	-6.3	-8.2	-5.1
CCOC(=O)Cn1nc(-c2ccc(F)cc2)oc1=O	4.6	-1.3	-3.8	-0.9	-1.7	2.1	-8.1	-3.9	-1.4
O=C(Nn1c(C2CCC2)nc2ccccc2c1=O)C1CCC1	1.5	-0.3	-4.7	5.3	-2.3	-1.6	-7.8	-3.1	-1.5
CC1(C)Cc2c(cnn2-c2ccc(F)cc2)C(NC(=O)CN2CCCCC2=O)C1 (configuration not stated)	-9.4	-3.5	-0.6	1.7	1.5	13.1	-11.8	13.4	2.1
CCC(=O)N1CCc2cc(Br)cc(S(=O)(=O)C3(C(=O)OC)CC3)c21	-3.4	0.7	-0.8	9.7	-1.6	3.0	5.4	8.7	1.3
COc1ccc(-c2nnc(SCC(=O)N3CCCC3)o2)c(OC)c1	7.1	0.6	6.6	-7.0	0.1	-5.2	8.6	-5.5	7.9
COc1cc(S(=O)(=O)NCCc2ccc3c(c2)OCO3)ccc1-n1cnnn1	1.5	2.2	8.3	3.6	2.1	-1.0	-3.2	5.9	2.0
COc1ccc(-c2nnc(NC(=O)CSc3ccc(Cl)cc3)s2)cc1OC	2.6	-3.4	0.0	-7.3	-5.7	4.1	-6.6	2.1	1.6
Cc1cc2c(c(CO)c1CCO)C(=O)[C@@H](C)[C@@H]2O	.	-2.3	-1.8	6.7	.	7.7	.	.	.
CCC(CC)c1nc(C(N)=O)c2[nH]c(=O)n(-c3ccc(OC)c(OC)c3)c2n1	-4.8	3.6	3.9	5.3	0.8	-0.7	-8.6	-1.3	1.0
Cc1cc(NC(=O)OC2CCCCC2)ccc1[N+](=O)[O-]	7.5	0.4	7.7	10.5	-9.2	3.9	-5.2	5.1	3.5
Cc1ccccc1OCC(=O)NCCC1=CCCCC1	-11.3	-2.0	1.0	3.7	-2.9	-9.2	-11.8	0.9	0.8
Additional structures follow.
SMILES	EBNA-1 inh	PAD4 inh	PAFAH2 inh	PAFAH1B3 inh	LYPLA1 inh	PREPL inh	ZTA counter	GSTO1 inh	LYPLA2 inh
Cc1ccc(OCc2cnc(Cl)s2)c(C)c1	1.6	0.2	8.4	4.6	-1.2	-29.8	1.8	1.7	1.6
Oc1ccc(C[C@@H]2CNCCN2CCCCC2CCCCC2)cc1	-1.3	3.8	0.9	1.4	-2.8	-11.8	-16.2	4.2	-2.1
NC(=O)C1CCCN(CC(=O)Nc2cc(S(=O)(=O)N3CCOCC3)ccc2N2CCCC2)C1 (configuration not stated)	.	0.2	2.3	12.1	-5.0	4.2	17.6	.	-4.4
Cn1c(SCC(=O)Nc2nccs2)nnc1-c1ccc(S(=O)(=O)N2CCCC2)cc1	-12.6	-2.9	1.0	4.2	3.3	0.9	-7.9	5.7	2.1
CCC(C)N(C)C1CCN(C(=S)Nc2cccc(OC)c2)CC1 (configuration not stated)	-4.3	-4.4	6.3	3.5	1.4	-26.7	-5.7	2.3	1.0
CCOC(=O)C1=C(COC(=O)c2cc(OC)c(OC)c(OC)c2)NC(=O)NC1C (configuration not stated)	-0.1	-0.5	-1.0	1.6	0.0	-4.4	10.8	5.1	-5.0
CC1=NNC(=O)C1CCC(=O)N/N=C/c1ccccc1 (configuration not stated)	-4.9	-3.1	7.2	8.2	1.7	0.8	11.1	1.0	-4.1
CCSc1ccccc1C(=O)Nc1cc(OC)c(OC)c(OC)c1	-4.1	-1.3	-10.9	6.5	-4.6	2.5	-12.8	5.9	-4.4
O=C(NCc1n[nH]c(=S)n1Cc1ccccc1)c1ccc(Cl)cc1Cl	-2.0	0.6	1.0	11.7	-1.4	-12.3	0.8	7.1	2.4
CCC1Oc2ccc(C)cc2N(CC(=O)N2CCN(c3ccc(F)cc3)CC2)C1=O (configuration not stated)	7.4	5.5	.	.	-0.9	41.5	-24.5	2.5	3.5
Cc1ccccc1NC(=O)Nc1ccccn1	9.1	-0.5	-4.2	-2.5	0.2	11.0	2.5	5.9	0.8
COCc1c(C(=O)N2CCN(c3ncccn3)CC2)oc2ccccc12	.	-0.5	-9.4	7.2	0.2	1.2	4.7	.	10.5
O=C(Cc1ccccc1F)OCC(=O)N1CCc2ccccc21	1.8	-3.7	0.3	4.4	-1.0	1.8	-16.5	4.6	1.1
CCN1CCN(c2ccc(S(=O)(=O)N3CCCCC3)cc2NC(=O)/C=C/c2ccc([N+](=O)[O-])cc2)CC1	-7.3	-2.4	5.7	2.2	-1.4	31.2	9.3	-2.6	-2.1
N#Cc1ccc(C(=O)Nc2nc(SCc3ccc(Cl)cc3)n[nH]2)cc1	26.8	-4.9	1.7	-1.2	0.7	-17.8	10.7	-10.0	-6.5
CCN(CC1CCCO1)C(=O)CCc1nnc(CCc2ccc(OC)cc2)o1 (configuration not stated)	-9.4	4.0	-5.1	-3.0	-2.8	8.0	-19.5	-7.6	-3.9
CC(C)c1ccc(OCC(=O)NC(C)c2ccccc2)cc1 (configuration not stated)	-6.8	-4.3	-2.3	4.5	0.8	1.4	-0.1	5.0	8.2
COc1ccc(-n2c(/C=C3\C(=O)N(C)c4ccccc43)nc3ccccc3c2=O)cc1	-6.4	1.1	-2.6	9.6	0.8	5.0	-6.6	2.9	2.9
CCOC(=O)Nc1ccc([N+](=O)[O-])cc1OC	-11.5	-3.4	9.4	8.2	1.4	-3.9	0.6	0.6	5.2
c1ccc(CN2CCN(c3cnc4ccccc4n3)CC2)cc1	-12.0	-5.4	10.8	0.1	0.9	3.3	-1.9	7.2	6.1
O=C(Nc1ccccn1)c1ccc(C(=O)c2ccccc2)cc1	0.9	-7.8	3.9	11.3	-3.7	-4.7	8.7	-6.7	-2.5
Cn1nc(C(F)(F)F)c(CN2CC(C)(C)C2=O)c1N1CCOCC1	-7.5	-3.4	7.3	-2.1	-2.1	1.6	-14.3	-1.9	-7.5
O=C1CC(=O)Nc2cc(S(=O)(=O)N3CCN(c4ccc([N+](=O)[O-])cc4)CC3)ccc2N1	-1.6	0.2	2.9	10.7	2.5	5.4	10.5	10.4	8.1
Cc1ccc(S(=O)(=O)NCC(=O)N(CC(=O)NCC2CCCO2)Cc2ccccc2)cc1 (configuration not stated)	5.8	-4.3	-3.4	4.5	2.2	-5.3	7.1	5.5	3.8
Cc1cc(C)nc(-n2nc(C)cc2NC(=O)c2cccc(S(=O)(=O)N(C)C)c2)n1	-15.6	0.9	.	.	-2.5	6.3	12.9	-4.3	5.8
(further entries)
SMILES	EBNA-1 inh	PAD4 inh	PAFAH2 inh	PAFAH1B3 inh	LYPLA1 inh	PREPL inh	ZTA counter	GSTO1 inh	LYPLA2 inh
Cc1ccc2[nH]c(=O)c(CN(CCCN(C)C)C(=O)Nc3ccc(Cl)cc3)cc2c1	12.6	-0.3	-2.1	3.2	-0.6	-42.1	8.5	6.0	2.2
Cc1ccc(S(=O)(=O)N2CCN(C(=O)COC(=O)c3ccc(O)cc3)CC2)c(C)c1	-6.2	-4.0	5.3	13.1	3.6	-0.9	-0.5	-3.6	2.5
CCCOc1ccc(C(=O)NNC(=O)CCNC(=O)c2ccco2)cc1OC	-12.4	-4.6	-0.8	-2.0	1.0	11.4	-8.1	-3.5	-3.9
CCOc1ccccc1NS(=O)(=O)c1ccc2c(c1)NC(=O)CCS2	7.7	-1.9	0.1	5.2	3.0	1.8	-15.6	-0.1	2.3
Cc1c(C(=O)O)oc2ccc(S(=O)(=O)N3CCCC3)cc12	-5.1	-0.5	-0.3	2.7	4.1	6.5	-23.1	4.7	1.1
CCOc1ccc2c(c1)C(=O)C(=O)N2CC1COc2ccccc2O1 (configuration not stated)	1.1	-3.9	2.9	6.9	-0.1	-5.5	-16.4	-5.1	4.3
CCCCNCC(=O)Nc1sc(C)c(C)c1C(=O)OCC	-8.6	2.0	5.0	14.8	1.4	4.1	-10.0	-0.8	6.5
CCCCN1C(=O)/C(=c2\sc3nc(=O)c(-c4ccccc4)nn3c2=O)c2ccccc21	9.8	-0.3	-0.2	6.9	-1.4	3.7	-6.0	-0.3	-0.7
O=C(NN1C(=O)/C(=C/C=C/c2ccco2)SC1=S)c1ccncc1	50.8*	2.2	.	.	-8.6	16.9	74.2*	-22.5	-4.8
CN(C)c1cccc(O)c1	.	21.8*	-2.5	-4.2	1.2	-1.5	-18.6	.	6.7
O=S(=O)(c1cccc(NC(=S)N2CCN(c3ccc(F)cc3)CC2)c1)C(F)F	-8.5	-1.6	5.2	1.6	-5.0	-9.0	-7.5	3.9	-9.6
O=C1Nc2ccc(Br)cc2C1=C1CCCCC1	-7.5	-2.2	-1.2	1.5	-5.3	-2.2	4.4	0.7	-4.7

This is a subset, so the mix of outcomes need not match the whole.
